Assay outcomes (PubChem)
Runt-CBFb FRET: Runt domain-CBFb interaction inhibition; Cerulean-Runt/Venus-CBFb FRET ratio 530/480, 1 h; inhibition, % at 20 µM; actives 0.46% (n = 220,000);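 active = inhibition over about 50% at 20 µM in the single-dose screen, limit read from the data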;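 note: 0% = DMSO wells and 100% = excess unlabeled CBFb competitor control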
Target sequence (Q01196 whole entry, looked up, the tested form may be a part): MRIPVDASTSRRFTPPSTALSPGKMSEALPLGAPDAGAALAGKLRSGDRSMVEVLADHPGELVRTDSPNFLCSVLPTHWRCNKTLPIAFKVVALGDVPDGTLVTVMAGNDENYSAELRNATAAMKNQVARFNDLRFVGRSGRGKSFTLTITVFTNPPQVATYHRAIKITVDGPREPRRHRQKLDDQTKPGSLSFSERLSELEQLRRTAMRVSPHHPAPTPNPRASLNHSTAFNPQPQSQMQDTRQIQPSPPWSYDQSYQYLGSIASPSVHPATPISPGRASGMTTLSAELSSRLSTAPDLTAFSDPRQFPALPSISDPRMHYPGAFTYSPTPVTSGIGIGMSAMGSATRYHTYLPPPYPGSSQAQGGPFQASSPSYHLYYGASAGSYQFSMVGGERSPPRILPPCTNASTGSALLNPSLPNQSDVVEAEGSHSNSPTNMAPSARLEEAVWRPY
Target sequence (Q13951 whole entry, looked up, the tested form may be a part): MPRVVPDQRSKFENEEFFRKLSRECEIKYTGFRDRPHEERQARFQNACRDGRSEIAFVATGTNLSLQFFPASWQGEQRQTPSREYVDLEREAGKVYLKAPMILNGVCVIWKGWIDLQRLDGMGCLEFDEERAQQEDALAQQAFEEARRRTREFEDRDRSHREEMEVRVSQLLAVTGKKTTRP
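Buffer or medium: Tris pH 7.5 buffer with BSA. Assay system: Cerulean-labeled Runt domain protein. Amount: each fluorescent fusion protein 100 nM. Read-out basis: loss of energy transfer signal. Incubation: 1 h compound exposure, room temperature. Probe or stimulus: Venus-CBFb binding partner, 100 nM. Detection: FRET, excitation 422 nm, emission at 530 and 480 nm.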
zVAD death inh: blocks zVAD induced death of L929 cells | L929 zVAD necroptosis rescue, ATP luminescence, 24 h; with zVAD 60 µM | viability rescue, % at 10 µM | actives 0.38% (n = 220,000) | AID 1377;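 active = activation, scaled between plate controls, above about 75%, limit read from the data; inactive = activation under that limit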;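 note: 0% = zVAD with DMSO and 100% = DMSO alone without zVAD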
TNF necrop inh: TNF-alpha cell death inhibition in Jurkat FADD-/- cells; AID 463075; Jurkat FADD-/- TNF necroptosis rescue, ATP luminescence, 24 h; 0 = TNF only, 100 = no-TNF cells; activation (protection from cell death), % at 10 µM; actives 0.068% (n = 220,000);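 active = activation, meaning protection from cell death, of at least 50% relative to plate controls; inactive = activation below 50%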;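 note: necroptosis triggered by 40 ng/mL TNF-alpha added together with compound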
PERK inh: blocks human PERK kinase. Q9NZJ5. CHO PERK-DD fusion, SEAP luminescence translation reporter. inhibition, % at 5.6 µM. actives 0.17% (n = 220,000);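 active = inhibition above the mean inhibition of all tested compounds plus 3 SD, set separately per screening campaign, cut at about 2.9% in these data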;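 note: PERK kinase domain activated by AP20187 dimerizer at 100 nM; 0% = DMSO with dimerizer and 100% = rapamycin at 8.4 µM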
RBBP9 inhibitor: human RBBP9 hydrolase inhibition; O75884; recombinant RBBP9, FP-Rh probe fluorescence polarization; inhibition, % at 7.94 µM; actives 0.2% (n = 220,000);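 active = inhibition above the campaign mean of all tested compounds plus 3 SD, cut at about 14% in these data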;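 note: plate controls were DMSO wells with RBBP9 for no effect and wells lacking RBBP9 protein for full effect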
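System: RBBP9 protein / Quantity: 2.5 µM RBBP9 dispensing solution, before mixing / Also added: Serine-hydrolase probe FP-Rh, 375 nM pre-mixing / Dosing: 7.94 µM single dose, 0.794% DMSO / Timing: enzyme-compound preincubation 30 min, then probe labeling 45 min, 25 °C / Signal: FP readout at 525/598 nm / Controls: DMSO-treated enzyme wells and wells lacking RBBP9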
EP2 antag: EP2 receptor (human) inhibition; P43116; C6 glioma cells expressing human EP2, cAMP TR-FRET; cells stimulated with saturating PGE2; inhibition, % at 25 µM; actives 0.52% (n = 260,000);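 active = percent inhibition above 40 after rounding to a whole number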;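 note: rat C6 glioma host cells with rolipram phosphodiesterase inhibitor present; the protocol text gives 20 µM as final concentration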
Target sequence (P43116 whole entry, looked up): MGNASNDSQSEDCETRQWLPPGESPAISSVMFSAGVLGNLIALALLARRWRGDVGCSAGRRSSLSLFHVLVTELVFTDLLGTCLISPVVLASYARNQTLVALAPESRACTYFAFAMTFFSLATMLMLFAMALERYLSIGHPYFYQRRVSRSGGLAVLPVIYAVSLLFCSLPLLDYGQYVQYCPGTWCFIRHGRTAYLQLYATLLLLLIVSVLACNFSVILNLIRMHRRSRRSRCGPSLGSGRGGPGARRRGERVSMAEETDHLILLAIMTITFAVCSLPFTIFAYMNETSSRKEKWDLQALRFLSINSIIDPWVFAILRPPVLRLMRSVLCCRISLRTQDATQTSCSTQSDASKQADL
EP2 modulator: EP2 receptor (human) modulation. P43116. EP2-expressing cells, cAMP HTRF FRET, PGE2 co-stimulation. induction, % at 25 µM. actives 0.83% (n = 260,000);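 active = compounds whose cAMP rise, as percent of the full-agonist control response, exceeds 60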;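 note: rat C6 glioma line stably carrying human EP2 under a CMV promoter; the protocol text gives 20 µM as final concentration; 100% = response of wells given 1 µM PGE2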
Hck-Nef inh: inhibitors of human Hck kinase activated by Nef. Recombinant Hck-YEEI plus Nef, Z-Lyte FRET kinase assay. AID 463187. P08631. inhibition, % at 20 µM. actives 0.68% (n = 220,000);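 active = Hck-Nef kinase inhibition above about 50%, limit read from the data; inactive = inhibition below that limit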;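 note: 0% = DMSO with Hck plus Nef and 100% = Hck alone without Nef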
Runt-SMMHC FRET: Runt domain-CBFb-SMMHC interaction inhibition | Q01196+Q13951 | Cerulean-Runt/Venus-CBFb-SMMHC FRET ratio 530/480, 1 h | inhibition, % at 20 µM | actives 0.74% (n = 220,000) | AID 1434;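 active = mean inhibition across duplicate retests at 20 µM reaching about 50%, limit read from the data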;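 note: 0% = DMSO wells and 100% = wells with excess untagged CBFb-SMMHC; inhibitors lower the FRET ratio by blocking Runt binding to CBFb-SMMHC; some results filed as inactive read as strong as hits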
* hit, by the source's call; · = no result given; & = joins results of further samples. The list is partial; the hit share may differ from the screen's.

SMILES | Runt-CBFb FRET | zVAD death inh | TNF necrop inh | PERK inh | RBBP9 inhibitor | EP2 antag | EP2 modulator | Hck-Nef inh | Runt-SMMHC FRET
Cc1nn(-c2ccccn2)c(N)c1N=O | -1 | -0.2 | 0.9 | -0.6 | -4 | 13 | 8 | 20 | 2
CCC1=NN(C(=O)Cc2ccc(OC)cc2)C(O)(C(F)(F)F)C1 (stereo not drawn) | -1 | 0.5 | -3.1 | 0.5 | 0 | 5 | 13 | -1 | 0
CN(C(=O)CSc1nc(N)c2c3c(sc2n1)CSC(C)(C)C3)c1ccccc1 | 0 | -0.1 | 0.1 | 0.2 | -7 | 6 | 7 | 1 | 1
Nc1ccc(N2CCN(CCCCN3C(=O)C4CCCN4C3=O)CC2)cc1 (stereo not drawn) | -3 | 0.6 | -0.5 | 0.2 | 5 | 5 | 20 | 5 | -3
COc1ccc(C(=O)Cc2cc(OC)c(OC)cc2[N+](=O)[O-])c(OC)c1 | 0 | 0.5 | -0.7 | -0.6 | -5 | 0 | -2 | 0 | 6
CCCOc1ccc(Cc2nn3c(=O)/c(=C/c4ccco4)sc3nc2=O)cc1 | 27 | 1.1 | 0.5 | -0.8 | 6 | 5 | 9 | 6 | -2
CC(=O)N1CCC(=O)N(C(C)C)c2ccccc21 | -1 | 0.9 | 0.6 | 0.2 | -1 | 13 | 19 | -3 | -1
O=C(Oc1cccc(-n2cnnn2)c1)c1ccccc1 | 1 | 0.3 | 0.4 | 0.4 | -6 | 7 | -16 | 28 | 1
O=C(Nc1nnc(-c2ccco2)o1)c1ccc(Cl)cc1 | 2 | -0.1 | -0.1 | 0.5 | 8 | 6 | 7 | 7 | -1
N=c1ccn(CC(=O)NC(N)=O)c2ccccc12 | 18 | -0.1 | -1.9 | 0.2 | -4 | 5 | -6 | 1 | -2
COc1ccc(Nc2ccc(N3C(=O)CC(C)C3=O)cc2[N+](=O)[O-])cc1OC (stereo not drawn) | -3 | -0.1 | -1.3 | 0.5 | -6 | 1 | -13 | 2 | -5
CC(C)(C)OC(=O)N1CCC[C@H]1C(=O)N/N=C/c1cccc2nccnc12 | -1 | 0.5 | 1.1 | -0.8 | -4 | 8 | -8 | 19 | 4
N#CC1=C(N)C(C#N)(C#N)C2(C(=O)Nc3ccccc32)C2CCCC=C12 (stereo not drawn) | -3 | -2.0 | -12 | 0.5 | -3 | · | -17 | 4 | -14
CCN(CC)CCN(C(=O)Cn1nnc(-c2ccc(C)o2)n1)C(C(=O)NC(C)(C)C)c1cccs1 (stereo not drawn) | 2 | -0.6 | 0.1 | 0.9 | -3 | 6 | 16 | 25 | 1
Cc1nnc(NC(=O)c2ccccc2NC(=O)c2ccccc2)s1 | -1 | 1.4 | -0.4 | 0.1 | -12 | 7 | -21 | 12 | 1
Nc1ccc(C(=O)OCC(=O)N2CCc3ccccc3C2)cc1[N+](=O)[O-] | -2 | -0.1 | 1.1 | -0.3 | -2 | 9 | -60 | 1 | -4
O=C(O)c1cccc(NC(=O)c2ccc(Cl)c(S(=O)(=O)N3CCCCCC3)c2)c1 | -1 | 0.5 | -0.3 | 2.2 | -3 | 6 | 21 | -3 | -1
COC(=O)c1ccc(C(=O)OC)c(NC(=S)N2CCC(N3CCCCC3)CC2)c1 | 12 | -0.3 | 0.9 | -0.7 | 0 | 7 | -8 | 28 | 20
COc1ccc(NC(=S)N2CCN(C/C=C/c3ccccc3)CC2)c(OC)c1 | 0 | 1.1 | 0.2 | 0.5 | -3 | 5 | 12 | 15 | 0
Cc1nc2cc(CC(=O)O)ccc2o1 | 0 | -0.1 | -4.1 | -0.7 | -6 | 5 | 18 | -1 | 2
CC1CCc2nn(CC(=O)NCc3ccc4c(c3)OCO4)cc2C1 (stereo not drawn) | -1 | 0.5 | 0.7 | 0.3 | -1 | 3 | 24 | -4 | 1
CCCCCn1cnc2sc(-c3ccccc3)cc2c1=O | -3 | 2.5 | 8.6 | 0.0 | -9 | 6 | -10 | 1 | -1
CCCCCCCCCCOC(=O)NC1CCS(=O)(=O)C1 (stereo not drawn) | -4 | 0.4 | -1.0 | 1.7 | 3 | 9 | 3 | -13 | -7
CCn1cc(C(=O)NCc2ccco2)c(=O)c2cc(S(=O)(=O)N3CCc4ccccc4C3)ccc21 | -1 | -0.4 | -14 | -1.8 | -16 | 3 | -11 | 10 | -3
CCNc1nc(NCC)nc(N/N=C/c2ccc(O)c(OC)c2)n1 | 10 | 0.3 | 22 | -0.5 | 0 | 13 | 1 | 8 | 2
Cc1ccc(Cl)cc1N1CCN(C(=O)CSc2ccsc2[N+](=O)[O-])CC1 | 3 | 2.4 | 1.5 | 1.2 | -5 | 2 | 18 | 4 | 2
NS(=O)(=O)c1ccc(CCNCc2cc(Br)ccc2OCc2ccccc2F)cc1 | 0 | 1.3 | -0.5 | 0.1 | -5 | 5 | -21 | 0 | -2
COc1ccc2c(=O)c3c(=O)n(Cc4ccco4)c(-c4ccccc4)nc3oc2c1 | 27 | 1.8 | -1.7 | -1.9 | -6 | 8 | 16 | 1 | 16
Cc1csc(NC(=O)CSc2nnc(-c3cc(C)on3)o2)n1 | 0 | 0.5 | 1.3 | 1.0 | 7 | 12 | 13 | 1 | 0
O=c1cc(-c2ccccc2)[nH]c2[nH]n(-c3ccccc3)c(=O)c12 | 4 | 0.4 | -2.7 | 0.8 | -1 | 16 | 1 | 4 | 2
COc1cc(/C=C2/SC(=O)N(Cc3ccccc3Cl)C2=O)ccc1OCc1ccncc1 | 0 | 0.1 | 0.8 | 0.8 | 3 | 0 | 28 | 8 | -18
O=C(OCc1ccc([N+](=O)[O-])cc1)c1ccccn1 | -1 | 0.3 | -0.4 | 1.8 | -8 | 4 | 21 | -12 | 2
C[C@]12CCC3C(CC=C4C[C@@H](O)CC[C@@]43C)C1CCC2[C@]1(C)CCC(=O)O1 (stereo partly drawn) | 2 | 1.3 | 2.0 | 0.1 | -10 | 6 | 8 | 11 | 0
CC(=O)Nc1sc(NC(=O)c2ccc(C)cc2)nc1-c1cccs1 | -1 | -0.3 | -2.1 | -0.1 | -11 | 12&22 | -24&8 | 5 | 3
Cc1ccccc1C(=O)NNC(=S)NC(=O)c1ccccc1 | 12 | 0.5 | 0.3 | -1.0 | -11 | 6 | 2 | 1 | 3
COc1ccccc1-n1nc(C(=O)NCc2ccco2)c2ccccc2c1=O | -1 | 1.1 | 2.6 | -0.2 | 7 | 7 | -6 | -3 | -2
COc1cccc(OC)c1CNC(=O)CCSCc1ccccc1F | -1 | 2.0 | -0.2 | -0.5 | 0 | 5 | -39 | 9 | 0
COCCNC(=O)CCC(=O)NNc1nc2ccccc2c2nc(-c3ccccc3)nn12 | -3 | 4.3 | -0.4 | 0.2 | -11 | 9 | -13 | 23 | -3
O=S(=O)(Nc1cccc2c1ccc1cccn12)c1cccs1 | -2 | 0.1 | -0.7 | 0.2 | 1 | 8 | -40 | 1 | -15
Cc1cc(C(F)(F)F)nc(SCCN2CCOCC2)c1C#N | -8 | -1.7 | -0.6 | -0.4 | -4 | 6 | -18 | 12 | -22
CCCCC1=NN2CCS(=O)(=O)N=C2S1 | 1 | 1.0 | -0.8 | 1.8 | -3 | 6 | 16 | 3 | 0
COCCn1c(C)cc(C(=O)CSc2cc(C)c3ccccc3n2)c1C | 4 | -1.0 | 1.8 | -0.6 | -5 | 6 | 10 | 0 | -2
O=C(O)C(=O)/C(=C\c1ccc([N+](=O)[O-])cc1)c1ccc2ccccc2n1 | 15 | 1.6 | -1.1 | 1.3 | -8 | 0 | 21 | -5 | 25
CCn1c(SCC(=O)Nc2nc(C)c(C)s2)nc2cccnc21 | 2 | -0.1 | -2.3 | -1.1 | -6 | · | -2 | 8 | 0
Cc1cc(C(=O)N/N=C/c2ccc(OC(=O)c3ccccc3Br)cc2)n[nH]1 | -1 | 62 | 12 | 0.8 | -3 | 6 | -17 | 26 | -3
Nc1nc(SCC(=O)Nc2cccc(S(=O)(=O)N3CCCCCC3)c2)n[nH]1 | 0 | 0.4 | -0.9 | -0.1 | -3 | 1 | -10 | 9 | -1
COc1ccc(OC)c(N2C(=O)CC(Cc3cc(C)cc(C)c3)C2=O)c1 (stereo not drawn) | -5 | -0.7 | -0.8 | -1.0 | -6 | 6 | 0 | 7 | 1
O=C(OCCN(CCOC(=O)c1ccncc1)S(=O)(=O)c1cccs1)c1ccncc1 | 1 | 0.2 | 0.9 | 1.1 | -9 | 6 | -11 | 9 | -6

Random excerpt: two compounds from above.
SMILES | Runt-CBFb FRET | zVAD death inh | TNF necrop inh | PERK inh | RBBP9 inhibitor | EP2 antag | EP2 modulator | Hck-Nef inh | Runt-SMMHC FRET
COCCn1c(C)cc(C(=O)CSc2cc(C)c3ccccc3n2)c1C | 4 | -1.0 | 1.8 | -0.6 | -5 | 6 | 10 | 0 | -2
CCn1c(SCC(=O)Nc2nc(C)c(C)s2)nc2cccnc21 | 2 | -0.1 | -2.3 | -1.1 | -6 | · | -2 | 8 | 0

Next section
SMILES | Runt-CBFb FRET | zVAD death inh | TNF necrop inh | PERK inh | RBBP9 inhibitor | EP2 antag | EP2 modulator | Hck-Nef inh | Runt-SMMHC FRET
CCCCNC(=S)NNC(=O)c1c(C)nc2ccccn12 | 6 | 5.3 | 0.7 | 1.5 | -5 | 3 | 34 | 22 | -2
CCOc1ccc(NC2OCC(O)C(O)C2O)c([N+](=O)[O-])c1 (stereo not drawn) | 0 | -0.4 | -0.4 | 2.0 | -6 | 6 | -26 | 16 | -5
CC(C)(C)OC(=O)NCCC(=O)N/N=C/c1ccc2nccnc2c1 | 0 | 1.9 | -1.9 | 0.2 | 0 | 11 | -23 | 13 | -1
O=c1[nH]nc(SCc2ccccc2Cl)n1-c1ccc2c(c1)OCCO2 | -1 | 0.0 | -1.3 | 1.2 | -7 | 11 | -35 | 5 | -1
Cc1noc(C)c1C(=O)N(CC(=O)NC1CCCC1)Cc1ccccc1F | 0 | 0.0 | -3.5 | -0.4 | -9 | 7 | 21 | 1 | -4
CC(C)C1NC(=S)N(C2CCCCC2)C1=O (stereo not drawn) | 0 | -0.2 | -0.9 | 1.0 | 4 | 10 | 20 | 4 | 3
O=Cc1cccn1Cc1ccccc1[N+](=O)[O-] | -2 | 0.4 | -0.4 | 0.4 | -6 | 3 | 14 | 1 | 0
CC(=O)Nc1ccc(NC=C(C#N)C#N)cc1 | 1 | 0.7 | 0.1 | 0.8 | -7 | 4 | -3 | 9 | 1
COc1ccc(-c2csc(NC(=O)c3ccco3)n2)cc1 | -3 | -0.4 | -1.5 | 0.0 | -8 | 12 | -28 | 7 | 0
CN(C(=O)Nc1ccc(Cl)c(Cl)c1)c1ccccc1C(=O)O | 2 | 0.3 | 1.8 | 1.2 | -1 | 10 | 31 | 2 | 1
COc1ccccc1NC(=O)Nc1ccc(F)c(F)c1 | 1 | 2.5 | 2.4 | 0.8 | -3 | 7 | -44 | 4 | 3
